NPY Y2 blocker: antagonists of human neuropeptide Y receptor Y2; P49146; NPY-Y2 expressing cells, antagonist mode; inhibition, % at 2.7 µM; 0.99% of 140,000 active; in the data active = inhibition above about 17%;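 note: 0% = vehicle with agonist challenge and 100% = reference antagonist with challenge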
Target sequence (P49146 whole entry, looked up): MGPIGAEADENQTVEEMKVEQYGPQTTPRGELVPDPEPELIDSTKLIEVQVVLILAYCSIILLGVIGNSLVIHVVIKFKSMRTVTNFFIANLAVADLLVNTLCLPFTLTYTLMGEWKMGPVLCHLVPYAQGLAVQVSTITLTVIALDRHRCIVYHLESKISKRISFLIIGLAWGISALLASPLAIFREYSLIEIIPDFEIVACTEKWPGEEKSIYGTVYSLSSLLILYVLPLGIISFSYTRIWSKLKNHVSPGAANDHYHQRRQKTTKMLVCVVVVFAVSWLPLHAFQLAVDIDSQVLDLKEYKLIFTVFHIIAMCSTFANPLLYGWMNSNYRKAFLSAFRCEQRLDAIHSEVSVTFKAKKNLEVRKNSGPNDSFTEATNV
PTEN del growth: growth suppressors of cells with PTEN tumor suppressor deletion | HCT116 PTEN-null viability, CellTiter-Glo, 60 h; active compounds read low | viability, % at 10 µM | 1.2% of 140,000 active;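 active = viability at or below a set limit, 4 SD under the median of all tested compounds, cut at about 3.7% in these data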;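 note: PTEN knockout HCT116 line with beta catenin targeted HCT116 as companion control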
bCat KO growth: beta-catenin-lacking colon tumor cell growth suppression. 1.5% of 140,000 active. HCT116 beta-catenin knockout viability, CellTiter-Glo, 60 h; active compounds read low. viability, % at 10 µM;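 active = viability at or under a set limit, the compound median less 4 SD, cut at about 6% in these data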;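 note: 0% = Hyamine 1622 control at 20 µM and 100% = untreated cell control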
Yeast lifespan up: yeast lifespan extension; S. cerevisiae growth with nicotinamide, OD615; deaD strain in restrictive glucose medium; inhibition of the nicotinamide effect, % at 10 µM; AID 775; 0.68% of 130,000 active;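 active = inhibition above a set limit, placed 3 SD over the median of all compounds, cut at about 26% in these data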;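 note: 0% = nicotinamide-treated wells and 100% = cells grown without nicotinamide; some compounds called inactive have numbers as strong as hits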
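Assay system: engineered S. cerevisiae DeaD replicative-lifespan strain, galactose-grown log-phase cells; Buffer or medium: CSMM-D glucose medium, restrictive; Probe or stimulus: nicotinamide 1.5 mM; Compound: single dose 10 µM compound, 0.25% DMSO; Schedule: 4 h preincubation then 48 h treatment at 30 °C; Technique: OD615 measurement.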
E-sel TNF inh: blocks E-selectin expression induced by TNF alpha | AID 1246 | 0.71% of 120,000 active | inhibition, % at 2 µM | HUVEC TNFa-induced E-selectin immunofluorescence, high content;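 active = inhibition above the batch mean plus 3 SD, and confirmed as a hit on visual image review, cut at about 43% in these data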;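 note: 0% = TNF-stimulated DMSO wells and 100% = unstimulated control wells; not every result past the cut was called active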
GALR2 antag: blocks the human galanin receptor 2 | 0.39% of 140,000 active | O43603 | AID 828 | inhibition, % at 4 µM | GALR2-expressing cells, antagonist mode; in the data active = inhibition above about 27%;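 note: cells stimulated with galanin 1-16 at roughly its EC80; 0% = agonist challenge control and 100% = basal control without agonist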
Target sequence (O43603 whole entry, looked up): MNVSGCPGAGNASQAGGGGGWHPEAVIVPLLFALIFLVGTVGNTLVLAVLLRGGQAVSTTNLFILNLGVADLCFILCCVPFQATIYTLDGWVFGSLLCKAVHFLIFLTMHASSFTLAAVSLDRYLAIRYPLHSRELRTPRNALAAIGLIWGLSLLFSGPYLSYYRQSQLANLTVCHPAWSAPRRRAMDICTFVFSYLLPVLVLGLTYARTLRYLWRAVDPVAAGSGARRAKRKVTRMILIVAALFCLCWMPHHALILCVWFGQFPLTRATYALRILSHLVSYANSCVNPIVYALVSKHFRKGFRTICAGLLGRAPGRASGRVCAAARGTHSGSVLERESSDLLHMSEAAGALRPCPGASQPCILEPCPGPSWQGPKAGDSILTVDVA
Measles CPE: protection of cells from measles virus; 1.5% of 140,000 active; Measles virus-infected cells, CPE protection, absorbance; AID 841; protection (pct of control), % at 4 µM; in the data active = protection mostly above about 24%, no sharp cut-off; inactive = mostly below about 26%; note: some compounds called inactive have numbers as strong as hits
Yeast growth inh: chemicals that inhibit yeast BB579 growth in restrictive medium (lifespan-shortening candidates); S. cerevisiae BB579 growth, OD615, 48 h; 0.51% of 140,000 active; inhibition, % at 10 µM;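 active = inhibition above a set limit, 3 SD over the mean compound inhibition, cut at about 44% in these data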; note: inactives centre near -24
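test system = yeast BB579 (DeaD) | buffer or medium = restrictive CSMM-D medium | doses = single compound dose of 10 µM, 0.25% DMSO final | times = 4 h preincubation and 48 h exposure at 30 °C | technique = culture absorbance at 615 nm | benchmarks = amphotericin B 10 µg/mL, positive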
MRP1 act: activates MRP-1. AID 799. viability increase, % at 10 µM. 0.61% of 140,000 active. H69AR cells + doxorubicin, viability rescue, CellTiter-Glo;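 active = viability gain under doxorubicin at or above a set limit, the compound median plus 3 SD, cut at about 4.7% in these data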;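 note: MRP-1 overexpressing cells given doxorubicin 25 µM after compound pretreatment; 18-22 h compound pretreatment then 72 h with doxorubicin before readout; 0% = doxorubicin-only wells and 100% = vehicle-treated cells without doxorubicin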
Phagocytosis inh: macrophage phagocytosis inhibition | inhibition, % at 5 µM | J774A.1 macrophage IgG-bead phagocytosis, imaging | AID 1029 | 0.07% of 110,000 active;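 active = inhibition above the mean of the plate negative controls plus 5 SD, cut at about 13% in these data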;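 note: phagocytic index as fraction of beads internalized from green versus red external bead signal; plate controls were DMSO negative control for no effect and cytochalasin-D positive control for full effect; some results beyond the cut were filed as inactive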
Numbers without * were called inactive; / = not tested or not shown.

SMILES	NPY Y2 blocker	PTEN del growth	bCat KO growth	Yeast lifespan up	E-sel TNF inh	GALR2 antag	Measles CPE	Yeast growth inh	MRP1 act	Phagocytosis inh
CCCC1=C(C(=O)OCC)C(c2ccccc2OC)NC(=O)N1 (centres undefined)	2	102	93	-8	-2	-8	10	-46	-0.5	-1
Cc1ccc(NC(=O)c2cccs2)cc1NC(=O)c1ccco1	4	94	83	-19	/	4	9	-32	-0.6	0
CCOC(=O)c1[nH]c2ccc(F)cc2c1N=C(C)N(CC)CC	6	92	94	-5	/	3	5	-60	-1.1	0
CCOc1ccccc1N1CCN(CC(=O)Nc2nnc(CC)s2)CC1	9	104	98	-5	-12	-3	19	-15	-2.5	/
Cc1cccc(NC(=S)NNC(=O)c2cc3c(s2)CCC(C)C3)c1C (centres undefined)	10	88	87	-3	21	3	9	-10	-2.5	5
O=C(NCc1ccc2c(c1)OCO2)C1CCCN(S(=O)(=O)c2cccc3nonc23)C1 (centres undefined)	3	92	97	-4	16	-2	12	-42	-1.5	-1
O=C(COc1ccc(Br)cc1Cl)NC1CCCCC1	7	50	33	4	-5	0	1	-28	2.5	-1
O=C(Nc1cnc2sc3c(n2c1=O)CCCC3)c1ccc(F)cc1	5	89	98	-5	22	-9	2	-12	1.8	0
O=C(CSc1nnc(CNc2ccccc2)o1)N1CCN(C(=O)c2ccco2)CC1	4	98	95	-3	-14	-21	6	-44	-3.4	/
Cc1cc(C)n(-c2nnc(C)n2/N=C/c2cc(Br)ccc2OCc2ccccc2)n1	32*	10	9	-8	16	4	15	-19	-1.6	0
CC(=O)C1=NN(c2ccccc2)C(c2cccs2)N1c1ccc(N(C)C)cc1 (centres undefined)	8	8	9	-2	-21	-9	17	-32	-3.7	-1
CCN(C(=O)/C=C/c1ccc2c(c1)OCO2)c1ccccc1	6	98	93	-1	5	2	17	-38	-2.9	-2
CCC(C(=O)NC1CCCC1)n1c(SCc2cccc(C)c2)nc2ccncc21 (centres undefined)	2	88	88	1	-5	0	9	-14	-0.3	/
CC(C)Sc1oc(-c2ccco2)nc1S(=O)(=O)c1ccccc1	3	105	99	10	-3	-5	30*	-58	0.1	/
COc1ccc(S(=O)(=O)N(Cc2nc3ccccc3c(=O)[nH]2)C2CCCC2)cc1	4	78	76	-1	-31	2	8	-23	-1.9	1
COC(=O)C1=C(C)NC(=O)CC1c1cc(Br)ccc1F (centres undefined)	2	90	89	-8	-7	-1	9	10	0.3	/
COc1ccc(NC(=O)CN2c3cccc4cccc(c34)S2(=O)=O)c(OC)c1	6	77	78	-3	9	8	5	-89	-1.5	/
Cc1ccc(/C=C(/C#N)C(=O)NC(=O)Oc2ccccc2)cc1	2	91	105	-14	-8	-4	7	12	-1.8	4
O=C(CSc1nc2ccccc2s1)NNC(=S)Nc1ccccc1	9	91	89	2	/	1	10	-3	-3.0	-4
CC1CC(C)CN(c2ccc(C(=O)NCc3ccc4c(c3)OCO4)cc2[N+](=O)[O-])C1 (centres undefined)	0	69	81	16	9	7	4	-13	2.2	-4
Cc1ccc2c(CC(=O)NCc3ccc4c(c3)OCO4)coc2c1	6	91	95	-17	/	7	6	-12	0.0	0
C(=N\Nc1nc(-c2ccccc2)cs1)/c1ccco1	-1	79	66	-10	12	5	9	-11	-3.1	-8
Fc1ccccc1CSc1nnc(-c2cccs2)o1	3	120	101	-12	4	8	4	-13	-0.3	-1
Cc1ccc(S(=O)(=O)NCC(=O)OCC(=O)c2c(N)n(C)c(=O)n(C)c2=O)cc1	1	98	96	2	/	2	10	-24	1.6	-11
CNc1c([N+](=O)[O-])ncn1C	-1	69	71	-7	2	2	9	4	0.6	-1
C=CCOc1ccc(/C(O)=C2/C(=O)C(=O)N(CCCN3CCOCC3)C2c2ccc(OC)cc2)cc1 (centres undefined)	1	88	98	-4	-12	3	13	-24	-3.6	/
C=C1C(=O)C=C2CN(C(=O)c3ccccc3)[C@@](Cc3ccc(F)cc3)(C(=O)OC)[C@@H]12	1	1.0*	0.9*	43*	100*	14	0	-15	-4.8	/
CC1CCN(CCCNC(=O)C2CC(=O)N(C3CCCCCC3)C2)CC1 (centres undefined)	0	95	89	-5	/	7	14	22	-2.8	/
CCCCc1c(C)c(C#N)c2nc3ccccc3n2c1Nc1c(C)n(C)n(-c2ccccc2)c1=O	-2	29	24	-4	3	5	12	-30	-2.6	/
COc1ccccc1/C=C/C=N/NC(=O)CN1CCN(S(=O)(=O)c2ccc(C)cc2)CC1	2	43	44	-8	52	-14	13	-25	3.7	-7
Cc1ccc(-c2nn3c(C)nnc3c3ccccc23)cc1S(=O)(=O)NCc1ccccc1	1	77	92	-6	/	4	3	-70	0.7	/
CS(=O)(=O)N1CCC(C(=O)NCc2ccncc2)CC1	-1	108	101	-1	-2	-5	8	-50	0.3	0
CC(C)Nc1c(N)c(=O)oc2ccccc12	0	105	101	-10	2	1	16	-28	0.5	0
COc1cc(OC)c(N2CC34C=CC(O3)C(C(=O)O)C4C2=O)cc1Cl (centres undefined)	-2	97	95	-4	4	3	4	20	0.1	-3
O=[N+]([O-])c1ccc(N2N=C(c3ccco3)CC2c2ccccc2)cc1 (centres undefined)	1	50	56	-9	37	10	4	-30	-3.8	-6
CCC(C)c1ccc(OCCN2CCCC2)cc1 (centres undefined)	5	84	87	-1	15	-5	20	-38	-3.0	0
CC(=O)C1=C(O)C(=O)N(Cc2cccnc2)C1c1ccc(Cl)cc1Cl (centres undefined)	0	92	93	/	-13	11	17	-31	0.5	/
Cc1ccc(Nc2nc(N3CCOCC3)c3ccccc3n2)cc1	8	57	63	-2	-8	15	1	-57	-0.7	0
CSC1=NCCN1C(=O)c1cccs1	2	93	92	-6	12	-13	18	-26	-2.0	1
Cc1ccc(C(=O)NC2CCCc3ccccc32)o1 (centres undefined)	5	95	88	-11	-24	-5	39	-88	-1.7	/
CCn1c(SCC(=O)Nc2cc(C)on2)nnc1-c1cccs1	-2	98	99	-3	8	2	1	-50	0.3	-1
CCOc1ccc(OCC)c(NC(=O)CCn2cccc2)c1	0	93	97	-7	/	-15	9	-25	-1.3	0
O=S(=O)(Nc1nc2ccc(S(=O)(=O)N3CCCCC3)cc2s1)c1ccccc1	4	103	101	1	5	1	18	-6	-0.7	0
CC1CCN(C(=S)c2ccc(O)cc2)CC1	2	92	83	-15	6	11	14	-23	-4.5	/
O=C(CCS(=O)(=O)c1cccc2nonc12)N1CCOCC1	1	111	97	4	-23	-1	23	-12	-0.2	-2
CCC(=O)NC(/C=C/c1ccccc1)c1cc([N+](=O)[O-])c2cccnc2c1O (centres undefined)	1	10	16	-3	12	-2	8	-3	-2.0	-4
Cc1ccc(NS(=O)(=O)c2ccc(NC(=O)c3ccc(Br)o3)cc2)c(C)c1	0	78	69	-11	14	-6	29	-31	-0.7	-1
CCOc1ccc(NC(=O)CSc2nnc(-c3ccccc3Cl)n2Cc2ccco2)cc1	0	69	75	-25	7	-1	13	-48	-3.5	3
COc1ccc(Cn2c(=O)[nH]c3cc(C(=O)N4CCN(Cc5ccccc5)CC4)ccc3c2=O)cc1	1	41	39	-10	/	1	5	-37	-0.6	2
COc1ccccc1-n1c(SCC(=O)NCc2ccc3c(c2)OCO3)nc2cc([N+](=O)[O-])ccc21	2	79	78	4	-13	2	6	-42	-3.9	-2
Cc1ccc(NC(=O)c2ccccc2CCc2ccccc2)c(C)c1	14	87	94	6	-35	4	1	-22	-0.8	2
CC(NC(=S)Nc1ccc(Cl)cc1Cl)C(c1cccs1)N1CCCC1 (centres undefined)	1	26	30	1	2	-5	3	12	-5.4	-4
CCc1ccc(NC(=O)COC(=O)C2(c3ccc(Cl)cc3)CCCC2)cc1	7	91	80	4	-9	-3	7	-15	-2.6	-2
Cc1cccc(C)c1N/C=C/c1onc(C)c1[N+](=O)[O-]	3	109	95	-7	21	3	8	-20	-2.5	0
Cc1ccccc1-n1c(Cn2c(=O)sc3ccccc32)nnc1SCC(=O)N1CCOCC1	1	97	90	-9	-16	3	3	-31	-0.8	0
N#C/C(=C(/O)CN1CCN(c2ccccc2F)CC1)c1nc(-c2ccccc2)cs1	0	98	97	-8	/	10	4	-15	-3.2	/
c1ccc(Cc2nnc3sc(Nc4ccccc4)nn23)cc1	2	94	86	-19	16	6	19	-25	-0.8	0
c1ccc(C2OC3c4cccc5cccc(c45)C3N2c2ccccc2)cc1 (centres undefined)	10	79	83	/	19	2	37	-4	-2.8	/
C/C=C/c1ccccc1OCc1ccc(C(=O)O)o1	14	94	90	47	12	4	11	-2	0.0	-2
CCC(C)NC(=O)CCNS(=O)(=O)c1ccc(Br)cc1 (centres undefined)	2	104	96	2	-50	-2	20	-55	-0.2	2
(list continues)
SMILES	NPY Y2 blocker	PTEN del growth	bCat KO growth	Yeast lifespan up	E-sel TNF inh	GALR2 antag	Measles CPE	Yeast growth inh	MRP1 act	Phagocytosis inh
CC(=O)C1=C(O)C(=O)N(c2ccc(C(=O)O)cc2)C1c1ccccc1 (centres undefined)	3	107	95	-9	8	-3	9	5	-0.8	-1
Cn1nnc(NC(=S)NC(=O)c2ccco2)n1	-1	102	85	-4	/	-17	17	0	-0.5	4
Cc1cccc(C)c1NS(=O)(=O)c1ccc(NC(=O)c2ccc(Cl)c([N+](=O)[O-])c2)cc1	-1	3.3*	1.9*	0	/	7	13	-28	-5.8	-5
Cc1ccnc(NC(=O)c2sc3ccccc3c2Cl)c1	3	81	87	-7	20	4	6	-12	-1.9	/
NC(=O)C1CCCN(Cc2ccc(Cl)cc2)C1 (centres undefined)	2	93	103	-18	/	13	8	-21	-1.6	9
CN(C)S(=O)(=O)c1ccc(C(=O)Nc2ccccc2[N+](=O)[O-])cc1	2	77	91	1	-6	10	9	-32	0.9	2
CC(=O)c1ccc(NC(=O)C2CCC(C)NC2=O)cc1 (centres undefined)	0	93	102	-6	-3	0	4	-5	0.9	1
CCS(=O)(=O)NCCc1cc2cc(C)c(C)cc2[nH]c1=O	1	106	101	14	-18	7	24	-38	-0.9	/
Cc1cc2cc(CN(Cc3ccco3)C(=O)NCc3ccccc3)c(=O)[nH]c2cc1C	4	88	92	-4	-12	-1	10	-52	-4.7	1
COCCNC(=O)Nc1ccc2nc(-c3cccs3)c(-c3cccs3)nc2c1	1	66	60	-15	1	2	26	-13	0.0	-1
COc1ccc(-c2csc(NC(=S)NC(=O)/C=C/c3ccco3)n2)cc1OC	0	20	32	4	/	-4	0	-18	-3.4	1

Three compounds from above, sorted by the number in Measles CPE, high to low.
mol	NPY Y2 blocker	Yeast lifespan up	E-sel TNF inh	GALR2 antag	Measles CPE	Yeast growth inh	Phagocytosis inh
COCCNC(=O)Nc1ccc2nc(-c3cccs3)c(-c3cccs3)nc2c1	1	-15	1	2	26	-13	-1
Cn1nnc(NC(=S)NC(=O)c2ccco2)n1	-1	-4	/	-17	17	0	4
Cc1cccc(C)c1NS(=O)(=O)c1ccc(NC(=O)c2ccc(Cl)c([N+](=O)[O-])c2)cc1	-1	0	/	7	13	-28	-5

Bioassay records (PubChem BioAssay)
